High-throughput results (PubChem BioAssay)
Scp1 inh = inhibitors of human Scp-1 phosphatase; Recombinant Scp1, phosphopeptide, malachite green phosphate absorbance; inhibition, % at 20 µM; hit rate 0.88% among 340,000;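 active means inhibition above about 50% at 20 µM, limit read from the data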;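 further: plate controls were DMSO wells with enzyme for no effect and wells lacking enzyme for full effect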
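Test system: SCP-1 phosphatase catalytic domain, residues 76-261 | Compound dosing: One concentration, 20 µM, with 1.0% DMSO | Schedule: 45 min room-temperature reaction, 5 min colour, 30 min stabiliser | Detection: Absorbance at 630 nm | Read-out basis: % inhibition of SCP-1 phosphate liberation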
MLLE-PAM2 inh = blocks PAM2 peptide binding to the PABP1 MLLE domain; GST-MLLE / FITC-PAM2 fluorescence polarization; inhibition, % at 20 µM; P11940; hit rate 0.36% among 360,000; in the data active means inhibition above about 35%, passing the limit was not always enough;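 further: plate controls were DMSO wells with GST-MLLE for no effect and wells lacking GST-MLLE protein for full effect; some results filed as inactive read as strong as hits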
Target sequence (P11940 whole entry, looked up, the tested form may be a part): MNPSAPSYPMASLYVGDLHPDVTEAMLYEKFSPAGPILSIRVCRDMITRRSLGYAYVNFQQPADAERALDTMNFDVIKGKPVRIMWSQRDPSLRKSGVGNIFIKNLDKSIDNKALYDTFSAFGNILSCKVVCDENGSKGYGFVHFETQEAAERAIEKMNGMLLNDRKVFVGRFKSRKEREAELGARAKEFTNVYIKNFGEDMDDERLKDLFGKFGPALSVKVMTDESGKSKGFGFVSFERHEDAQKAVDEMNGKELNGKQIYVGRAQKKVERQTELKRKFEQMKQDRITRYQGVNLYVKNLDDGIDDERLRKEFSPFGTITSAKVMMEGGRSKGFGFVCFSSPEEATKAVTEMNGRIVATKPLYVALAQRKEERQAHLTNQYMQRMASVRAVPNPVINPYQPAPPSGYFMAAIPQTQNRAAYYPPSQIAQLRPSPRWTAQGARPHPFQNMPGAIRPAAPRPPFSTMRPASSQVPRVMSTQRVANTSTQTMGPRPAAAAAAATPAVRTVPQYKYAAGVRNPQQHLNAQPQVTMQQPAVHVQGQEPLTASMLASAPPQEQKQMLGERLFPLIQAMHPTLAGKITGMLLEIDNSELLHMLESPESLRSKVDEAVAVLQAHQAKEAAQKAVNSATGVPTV
SUMO1 PPI mod = SUMO1-SIM interaction modulation. SUMO1 binding to a labelled peptide, TR-FRET, 1 h. P63165. hit rate 0.33% among 360,000. inhibition, % at 20 µM. AID 602429; in the data active means inhibition above about 37%
Target sequence (P63165 whole entry, looked up): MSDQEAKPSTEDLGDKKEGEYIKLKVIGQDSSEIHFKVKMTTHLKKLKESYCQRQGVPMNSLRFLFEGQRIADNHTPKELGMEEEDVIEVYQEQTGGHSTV
Tb MetRS inh = blocks T. brucei methionyl-tRNA synthetase activity | purified T. brucei MetRS, ATP depletion, Kinase-Glo luminescence | inhibition, % at 11.9 µM | hit rate 0.4% among 360,000;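 active means inhibition above a per-plate cutoff of the control wells' mean inhibition plus 3 SD, cut at about 5.5% in these data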;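 further: 0% = DMSO wells median and 100% = median of wells with control inhibitor compound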
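Material – parasite MetRS enzyme · Medium – HEPES-MgCl2-KCl buffer plus DTT, spermine, BSA, pyrophosphatase · Reagent – ATP, methionine and E. coli bulk tRNA substrates · Times – 15 min enzyme-compound preincubation, 2 h reaction, 10 min detection, 25 °C · Measured by – luminescence of leftover ATP · Evaluation – percent inhibition relative to median high and low control wells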
Rpn11 block = Rpn11 (human) deubiquitinase inhibition. O00487. human 26S proteasome, Ub4-pepOG fluorescence polarization; 20S core pre-blocked with epoxomicin. calls only at 20 µM. hit rate 0.59% among 360,000. AID 588493;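 active means inhibition at 20 µM, scaled to each plate's controls, above about 33%, limit read from the data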
LMPTP inh = LMPTP (human) inhibition | recombinant LMPTP-A, OMFP fluorogenic substrate, fluorescence intensity | inhibition, % at 20 µM | hit rate 0.22% among 360,000 | AID 651560;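 active means compounds that cut the enzyme signal by at least half of the control window in the single-dose screen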;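 further: plate controls were DMSO wells with enzyme plus substrate for no effect and substrate without enzyme for full effect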
Target sequence (P24666 whole entry, looked up): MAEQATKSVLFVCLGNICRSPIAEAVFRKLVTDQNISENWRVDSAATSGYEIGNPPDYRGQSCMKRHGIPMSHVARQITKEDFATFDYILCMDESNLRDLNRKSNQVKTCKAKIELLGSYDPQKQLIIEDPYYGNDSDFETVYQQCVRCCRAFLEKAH
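material = LMPTP-A | quantity = 0.625 nM enzyme | reagent = OMFP substrate, 400 µM final | buffer or medium = Bis-Tris pH 6.0, DTT, detergent | detection = endpoint fluorescence intensity from OMFP dephosphorylation | dosing = single 20 µM dose | read-out basis = % inhibition relative to no-enzyme and uninhibited control wells | control set = no-enzyme and uninhibited controls | timing = 50 min at room temperature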
STEP inh = STEP (human) phosphatase inhibition | P54829 | inhibition, % at 20 µM | recombinant STEP, OMFP fluorogenic substrate, fluorescence | hit rate 0.25% among 360,000;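 active means inhibition at 20 µM, scaled per plate between control wells, above about 37%, limit read from the data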;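 further: 0% = DMSO with enzyme and substrate and 100% = substrate only without enzyme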
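Also added – OMFP at 25 µM · Test system – STEP tyrosine phosphatase · Technique – FITC-channel fluorescence of OMFP product · Schedule – 20 min at room temperature, dark · Evaluation – control-normalized % inhibition with plate pattern correction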
DNMT1 inh = inhibitors of human DNMT1; DNMT1 molecular beacon, Hinp1I cleavage, fluorescence; inhibition (reported as % activation of signal), % at 10 µM; hit rate 0.83% among 360,000; in the data active means inhibition above about 50%
NadD block = inhibitors of Staphylococcus aureus NadD | purified NadD enzyme, colorimetric absorbance read-out | inhibition, % at 20 µM | hit rate 0.78% among 360,000; in the data active means inhibition above about 26%; further: some compounds past the cut are filed as inactive
CSN deneddyl inh = inhibitors of human CSN-mediated cullin deneddylation; Q92905; Purified CSN, SCF-Nedd8-OG deneddylation, fluorescence polarization; inhibition, % at 12.5 µM; hit rate 0.38% among 360,000; AID 651999;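 active means pattern-corrected inhibition above about 35%, with an unprinted fluorescence ratio check between 0.5 and 1.5, limit read from the data, passing the limit was not always enough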;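 further: 0% = enzyme with substrate and 100% = substrate without enzyme; some results filed as inactive read as strong as hits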
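test system = HEK293T-derived human Csn5 enzyme | amount = 0.24 nM Csn5 enzyme, final concentration | medium = Tris/NaCl/DTT buffer, pH 7.5 | schedule = 90 min reaction at room temperature | signal = FP | evaluation = inhibition of Csn5 cleavage, % | compound dosing = single dose of 12.5 µM compound with 0.25% DMSO | probe or stimulus = 10 nM SCFSkp2-Nedd8OG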
* marks the source's active call; other numbers are inactive results; i = inactive; . = not tested or not shown; + = active, no number.

Molecule	Scp1 inh	MLLE-PAM2 inh	SUMO1 PPI mod	Tb MetRS inh	Rpn11 block	LMPTP inh	STEP inh	DNMT1 inh	NadD block	CSN deneddyl inh
Cc1ccn2c(=O)nc(SCC(=O)N3CCCC3)nc2c1	-5.7	11.2	2.6	-0.3	i	-0.3	-1.0	0.6	-0.3	-2.9
COc1ccc(OC)c(-n2nnnc2SCC(=O)NCc2ccc3c(c2)OCO3)c1	-6.8	1.7	-4.2	-0.2	i	-1.1	0.7	-3.6	1.0	1.6
Cc1cccc(Cn2nc(C)cc2NC(=O)CCCn2ccc([N+](=O)[O-])n2)c1	1.1	-0.4	-6.0	-0.7	i	0.3	0.1	-7.6	-3.1	0.0
CC(=O)Nc1ccc(-c2ccnc3c2CC(C)(C(=O)NCc2ccc(N4CCN(C)CC4)cc2)O3)cc1 (stereo not given)	.	-12.2	4.5	-0.2	i	1.1	-1.0	-0.1	-3.7	-2.5
COc1ccc(C(O)Cn2c(=N)n(CCCN(C)C)c3ccccc32)cc1 (stereo not given)	1.1	-0.7	-0.6	-1.6	i	1.2	0.6	-4.5	2.2	-1.1
CCCC(=O)Nc1nnc(SCC)s1	-1.7	-5.4	-2.4	0.2	i	-0.3	-2.7	-4.6	0.2	-2.8
CCOC(=O)C1=C(C)NC(=O)NC1c1cn(-c2ccccc2)nc1-c1cccs1 (stereo not given)	-5.2	-0.7	4.0	0.3	i	0.1	0.7	-10.7	-1.9	2.4
CCOCCCNS(=O)(=O)c1ccc(NC(=O)c2ccc(OC)c([N+](=O)[O-])c2)cc1	-4.1	10.4	-4.2	0.0	i	1.0	-3.4	-6.4	1.3	-5.1
COc1cc2c(cc1NC(=O)c1cccc(Br)c1)CCCC2	-9.7	3.4	-1.2	-0.1	i	4.1	4.2	-2.8	0.1	3.4
CCCCn1nc(C(=O)N(C)Cc2nc3ccccc3c(=O)[nH]2)c2ccccc2c1=O	.	2.5	-2.7	-0.2	i	-0.6	-1.0	4.9	-2.8	3.3
C#CC[N+](C)(C)CCCCCCCCCC	-4.8	5.5	-1.0	0.2	i	-2.4	1.6	8.2	0.3	-0.4
CCCCc1nnc(NC(=O)C(C)Sc2nc(C)cc(=O)[nH]2)s1 (stereo not given)	0.2	8.5	4.2	-0.4	i	0.0	-6.9	4.8	2.2	1.1
O=C(C[n+]1ccc2ccccc2c1)c1ccccc1	-12.3	13.1	-17.3	-0.1	i	-0.3	-0.1	-2.2	-2.5	2.0
CCN(CC)S(=O)(=O)c1ccc(C(=O)Nc2ccc(Cc3ccncc3)cc2)cc1	2.6	4.5	-6.3	-1.1	i	2.1	1.3	-2.7	3.2	2.1
COc1cc(/C=C/c2[nH]c(=O)[nH]c(=O)c2[N+](=O)[O-])ccc1OCCC(C)C	62.6*	-44.6	15.4	-0.5	+	1.5	-0.9	13.5	2.0	-0.4
Cc1cc(C)c(Cn2c(=O)n(CCCC(=O)NCc3ccco3)c(=O)c3sccc32)c(C)c1	0.6	-2.9	-4.5	-0.6	i	1.4	2.2	11.5	-1.6	3.5
CC(=O)OC[C@@H]1CN(Cc2ccccc2)C[C@H](n2cnc3c(NC(C)C)ncnc32)O1	.	-18.9	-2.5	-0.3	i	-2.1	-0.9	-4.4	-2.5	3.9
Nc1cc(N)nc(SCc2ccccc2Cl)n1	.	18.5	2.8	0.1	i	1.7	0.1	-1.7	3.5	5.7
CN(C)c1ccc(-c2cc([C@H]3[C@@H]4C=CCC[C@@]4(C)C(=O)N3Cc3ccccc3)ccc2F)cc1	6.7	6.2	8.4	-0.1	i	9.8	3.1	0.8	20.5	-3.4
CCOC(=O)C1=NS(=O)(=O)NC(C)=C1	1.3	15.0	-1.6	-0.9	i	-2.4	2.3	4.4	-0.6	3.0
O=C(c1cnc(N2CCN(c3ccccn3)CC2)c2ccccc12)N1CCN(c2cccc(Cl)c2)CC1	-7.3	12.6	37.3	1.3	i	8.5	1.6	-8.6	5.7	8.0
CCN(CC)CCCNC(=O)C1c2cc(OC)c(OC)cc2C(=O)N(C)C1c1cccnc1 (stereo not given)	-2.3	-11.5	-4.8	-0.1	i	-1.7	-2.5	1.6	0.0	2.2
O=S1(=O)CC2N=C(N(Cc3c(F)cccc3Cl)c3ccccc3F)SC2C1 (stereo not given)	1.3	9.9	2.0	-0.3	i	-0.7	-2.9	0.2	-3.9	-6.2
Cc1ccc(Sc2c(C)nn(C(=O)C3CC3)c2C)cc1	-5.5	3.0	-2.1	-1.1	i	3.6	1.2	7.5	2.7	2.7
CC(C)NS(=O)(=O)c1ccc(CCC(=O)N2CCCC2)cc1	16.4	-8.2	0.9	-1.4	i	-0.4	1.0	4.3	0.8	-12.4
CC(C)(C)NCC1(CO)SC(N)=NC1=O (stereo not given)	-4.3	12.2	4.5	-0.6	i	-0.5	-0.2	5.4	-0.7	6.5
CC(C)OCCCNCc1cccs1	-4.3	5.7	-2.4	-0.3	i	-0.2	-0.1	-1.6	6.3	-1.3
CCc1nc2ccc(C(=O)NCCCN3CCCC3=O)cn2c1N(CCC(C)C)CCN(C)C	.	14.7	-2.8	-0.4	i	-0.9	-0.4	0.4	-3.9	1.2
O=C(OCC(=O)N1CCN(C(=O)c2ccco2)CC1)c1cc(=O)c2ccccc2o1	-3.6	4.9	-3.6	0.1	i	-0.6	-0.5	-1.9	0.2	2.4
CC(C)(C)C(=O)NC(=S)NCc1ccccc1	-2.5	18.7	-1.5	-1.3	i	-0.5	0.0	0.1	-0.6	-2.6
NCCCCCNC(=O)c1nc[nH]c1C(=O)NCC(=O)OCc1ccccc1	1.9	1.3	2.8	-0.1	i	-2.0	-0.9	2.5	-1.7	-0.8
Cc1ccc(C2=CSC3=NS(=O)(=O)CCN23)cc1C	-5.0	-0.7	-1.3	-0.7	i	-1.5	-2.1	0.4	2.4	4.2
Cc1ccc(-n2nnnc2CNC(=O)C2CC(=O)N(c3ccccc3)C2)cc1C (stereo not given)	-13.4	6.9	-0.5	0.0	i	-0.4	0.1	-1.2	-1.6	0.3
COc1ccc(C(=O)CSc2n[nH]c(=O)[nH]c2=O)cc1	-3.6	-0.9	-5.1	-0.3	i	-0.4	2.9	-3.8	0.9	2.2
CN(C)C(CNS(=O)(=O)c1ccc(Br)cc1)c1cccnc1 (stereo not given)	-2.2	7.9	-3.4	-0.6	i	-2.1	-6.5	-2.2	5.4	4.3
COCCNC(=O)c1cnn2c(C(F)F)cc(-c3ccc(C)cc3)nc12	-5.1	1.4	0.3	-0.1	i	0.8	-3.0	4.1	10.6	8.9
O=c1ccc(-c2nc3ccccc3n2C(CCc2ccccc2)c2nc3ccccc3[nH]2)c[nH]1 (stereo not given)	.	.	1.3	0.1	.	0.6	.	.	.	1.2
Cc1cc(/C=C2\SC(=O)NC2=O)c(C)n1-c1ccc(N(C)C)cc1	4.5	4.7	-4.1	-0.7	i	-0.5	-0.9	1.1	0.6	0.5
CC1(C)CC(=O)c2cc(OCC(=O)NCC3CCCO3)ccc2O1 (stereo not given)	-5.3	-7.4	1.1	0.1	i	-1.0	-2.9	1.1	1.4	3.1
COc1ccc2nc(C)cc(Nc3ccc(N4CCN(C)CC4)cc3)c2c1	-17.5	-3.1	-9.9	0.1	i	14.2	-2.2	70.1*	-7.2	0.3

An excerpt from above in order of count of non-hydrogen atoms, largest number first.
Molecule	Scp1 inh	MLLE-PAM2 inh	SUMO1 PPI mod	Tb MetRS inh	Rpn11 block	LMPTP inh	STEP inh	DNMT1 inh	NadD block	CSN deneddyl inh
O=C(OCC(=O)N1CCN(C(=O)c2ccco2)CC1)c1cc(=O)c2ccccc2o1	-3.6	4.9	-3.6	0.1	i	-0.6	-0.5	-1.9	0.2	2.4
NCCCCCNC(=O)c1nc[nH]c1C(=O)NCC(=O)OCc1ccccc1	1.9	1.3	2.8	-0.1	i	-2.0	-0.9	2.5	-1.7	-0.8
COCCNC(=O)c1cnn2c(C(F)F)cc(-c3ccc(C)cc3)nc12	-5.1	1.4	0.3	-0.1	i	0.8	-3.0	4.1	10.6	8.9
Cc1ccc(Sc2c(C)nn(C(=O)C3CC3)c2C)cc1	-5.5	3.0	-2.1	-1.1	i	3.6	1.2	7.5	2.7	2.7
Cc1ccc(C2=CSC3=NS(=O)(=O)CCN23)cc1C	-5.0	-0.7	-1.3	-0.7	i	-1.5	-2.1	0.4	2.4	4.2
CC(C)(C)C(=O)NC(=S)NCc1ccccc1	-2.5	18.7	-1.5	-1.3	i	-0.5	0.0	0.1	-0.6	-2.6
CC(C)(C)NCC1(CO)SC(N)=NC1=O (stereo not given)	-4.3	12.2	4.5	-0.6	i	-0.5	-0.2	5.4	-0.7	6.5

Going on with the list:
Molecule	Scp1 inh	MLLE-PAM2 inh	SUMO1 PPI mod	Tb MetRS inh	Rpn11 block	LMPTP inh	STEP inh	DNMT1 inh	NadD block	CSN deneddyl inh
CCCn1c2ccccc2c2cnn(CC(=O)N(CC)CC)c(=O)c21	2.8	5.2	8.2	0.5	i	0.2	0.6	-0.6	0.6	0.1
Cc1cccc(OCCSc2nc(N)cc(N)n2)c1	2.5	35.0	6.3	-0.3	i	5.8	6.4	1.1	-7.0	1.5
CN(N=Cc1ccccc1)C(=S)Nc1ccccc1	.	-91.1	0.7	-0.2	i	-0.2	3.2	-1.2	1.7	4.5
CN(C1CCCCC1)S(=O)(=O)c1ccccc1	-10.7	-5.0	-2.4	-0.8	i	-0.8	0.9	-2.5	-14.9	-6.0
O=C1CC2c3ccccc3C1C1C(=O)N(CCO)C(=O)C21 (stereo not given)	16.4	-4.8	2.6	-0.3	i	-0.3	-0.7	4.2	0.4	2.0
CC1C(=O)N2CCCc3cc(NS(=O)(=O)c4ccc([N+](=O)[O-])cc4)cc1c32 (stereo not given)	-0.1	10.7	-33.5	-0.7	i	1.1	0.4	1.8	3.5	1.8
